# Screens from PubChem.
# NPYLR7 ag = activates Aedes aegypti NPYLR7 receptor | hit rate 0.15% among 270,000 | HEK293T NPYLR7/Galpha15, GCaMP6s calcium fluorescence | activation, % at 10 µM; in the data active means activation above about 40%;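 further: 0% = vehicle and 100% = reference agonist at the receptor; some compounds past the cut are filed as inactive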
# hcGAS inh = human cGAS inhibition. Q8N884. recombinant h-cGAS, ATP depletion, Kinase-Glo luminescence. inhibition, % at 12.5 µM. hit rate 0.081% among 290,000;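 further: 0% = vehicle reaction and 100% = reaction without DNA for no activity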
# Target sequence (Q8N884 whole entry, looked up): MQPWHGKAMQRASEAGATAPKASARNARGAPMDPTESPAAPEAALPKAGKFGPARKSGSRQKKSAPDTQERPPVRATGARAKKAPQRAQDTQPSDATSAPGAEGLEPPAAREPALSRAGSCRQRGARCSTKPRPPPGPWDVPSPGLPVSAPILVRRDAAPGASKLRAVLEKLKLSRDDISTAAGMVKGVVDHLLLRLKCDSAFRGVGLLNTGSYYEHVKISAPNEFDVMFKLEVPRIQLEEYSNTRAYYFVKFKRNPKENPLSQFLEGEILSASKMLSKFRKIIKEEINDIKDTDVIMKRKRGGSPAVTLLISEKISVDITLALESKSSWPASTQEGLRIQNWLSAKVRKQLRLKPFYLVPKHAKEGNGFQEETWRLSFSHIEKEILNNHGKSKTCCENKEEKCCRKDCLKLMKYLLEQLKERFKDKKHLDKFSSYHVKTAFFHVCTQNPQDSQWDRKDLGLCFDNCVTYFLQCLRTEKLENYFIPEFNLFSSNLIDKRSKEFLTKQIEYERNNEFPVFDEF
# mcGAS inh = inhibitors of mouse cGAS; Q8C6L5; recombinant cGAS, Kinase-Glo ATP depletion luminescence; inhibition, % at 12.5 µM; hit rate 0.15% among 160,000; AID 1259399;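 further: 0% = negative control wells and 100% = reference inhibitor with no enzyme activity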
# An asterisk follows results filed as active; nt = no result given; & = joins results of further samples. Unless noted, no stated cut-off is given here; in the data, active means inhibition above about 40%; inactive means the rest. Hits appear at their usual frequency, and some 0.29% of all compounds hit somewhere here.
item	structure	mcGAS inh	NPYLR7 ag	hcGAS inh
1	CC1C(=O)N(c2cccc(Br)c2)CCN1C(=O)c1ccc(F)cc1 (configuration not stated)	nt	-2	-4
2	O=C1CSC(c2ccc(F)cc2)N1c1ccc(F)cc1F (configuration not stated)	nt	-3	-2
3	COCCCN(Cc1c(-c2cccc(C)c2)noc1N1CCCC1)C(=O)C1CCCC1	-9	nt	-4
4	COc1ccc(CC2CN(C(=O)c3cnc(-c4ccccc4)nc3)CCO2)cc1 (configuration not stated)	1	-2	4
5	COc1ccc(C(=O)N2CCc3ccccc3C2c2ccc(C)cc2)cc1 (configuration not stated)	-1	18	-9
6	Cc1ccc(CNc2oc(-c3ccc(S(=O)(=O)N(C)Cc4ccccc4)cc3)nc2C#N)cc1	-10	0	-8
7	CC(C)=CCOc1ccc2c(C)cc(=O)oc2c1	-4	9	-5
8	COCC1CCN(C(=O)c2ccc(OC3CCN(S(=O)(=O)N(C)C)CC3)cc2)CC1	nt	16	-4
9	COCCN1CCN(C(=O)c2cc(COc3ccc(F)c(F)c3)on2)CC1	nt	3	-3
10	c1ccc(-n2ncc3c2CCNC3)nc1	nt	5	-1
11	Cc1cc(O)c(C2=Nc3ccccc3SC(c3ccccc3Br)C2)c(=O)o1 (configuration not stated)	-6	4	-1
12	CC1(C(=O)NCc2ccc3c(c2)OCO3)CCN1Cc1csc2ccccc12 (configuration not stated)	nt	13	-6
13	CC(C)(C)CC(C)(C)Nc1c(-c2ccc[nH]2)nc2ccc(Cl)cn12	-11	34	-20
14	O=C(CSc1ccc(-c2ccc3c(c2)OCO3)nn1)N1CCCC1	-4	0	-3
15	CCC(C(=O)Nc1ccc(-n2nc(OCC(C)C)nc2-c2ccc(Cl)c(Cl)c2)cc1)c1ccccc1 (configuration not stated)	-5	22	0
16	CCOc1ccc(N=C2S/C(=C/c3cccc(OC)c3OC)C(O)=C2C(=O)OC)cc1	1	-22	-2
17	CC(=O)NCCNc1cc(N(C)C)nc(C)n1	nt	2	-3
18	CC1CCC2(CC1)NC(=O)C(C#N)C(=S)N2c1ccccc1 (configuration not stated)	0	1	3
19	O=C(CCCn1nnc(-c2ccc(F)cc2)n1)Nc1cnc2n1CCCC2	-10	8	-1
20	CN(C)c1ccc(CN(CC2CCCO2)S(=O)(=O)c2ccc3c(c2)CCC3)cc1 (configuration not stated)	nt	-5	3
21	O=C(CN1CCN(S(=O)(=O)c2ccc(F)cc2)CC1)N1CCOCC1	nt	14	-4
22	Cc1ccccc1CSCCNC(=O)C1(N)CC1	-13	3	-6
23	O=C1CN(C(=O)c2ccc(CN3CCOCC3)cc2)c2ccccc2N1	nt	-1	3
24	CC(C)Oc1ccc(C(O)=C2C(=O)C(=O)N(CCCN(C)C)C2c2ccccc2F)cc1 (configuration not stated)	-6	13	-1
25	CCOC(=O)c1ccccc1NC(=O)N1CCN(CCCOC(c2ccc(Cl)cc2)c2ccc(Cl)cc2)CC1	-8	4	-12
26	CS(=O)(=O)c1ccc(NC(=O)c2ccc(Cl)c(Cl)c2)cc1	nt	-8	-2
27	CN(C)Cc1c(O)ccc2c(=O)c(Oc3ccccc3)coc12	nt	5	-7
28	CCOC(=O)N1CCN(C(=O)c2ccc(N3CCC(NC(C)c4cn(C)nc4C)CC3)cc2)CC1 (configuration not stated)	-5	-1	1
29	O=C(c1ccccc1-n1cncn1)N1C[C@@H]2[C@H](C1)[C@H]1CC[C@@H]2O1	nt	1	-7
30	Cc1ccc(Nc2nc(-c3ccc(O)cc3O)cs2)nc1	nt	13	-1
31	c1ccc(OC2CCN(Cc3ccc(-c4csnn4)cc3)CC2)nc1	nt	-1	7
32	COc1ccc(Br)cc1CC(=O)OCc1ncnn1C	nt	-1	-1
33	CNC(=O)c1cc(=O)c(OCc2ccccc2)cn1C	nt	2	-11
34	COCCNC(=O)C(NC(=O)c1ccc(OC)cc1)C1CCN(S(=O)(=O)c2ccc(Cl)cc2)CC1 (configuration not stated)	-7	7	-9
35	Cc1nn(-c2ccccc2)c(Oc2ccc(Cl)cc2)c1CN(CC(O)COCC(C)C)C(C)C (configuration not stated)	nt	-2	4
36	COC(C)c1cccc(-c2ccc(CNC(C)=O)cn2)c1 (configuration not stated)	-15	6	-5
37	CCOC(=O)C1=C(C)N=c2s/c(=C/c3ccccc3Cl)c(=O)n2C1c1ccccc1F (configuration not stated)	-5	-4	-2
38	CC(C)(NCC(=O)NCC(F)(F)F)c1ccc(F)cc1	nt	5	5
39	CC(=O)c1c(C)[nH]c(C(=O)COC(=O)C=Cc2ccco2)c1C	nt	8	-7
40	COc1ccc(CNC(C)c2c(C)nn(C)c2C)c(OC)c1OC (configuration not stated)	nt	1	-7
41	Cc1c(C(=O)N(C)Cc2ccc(F)cc2)sc(=O)n1Cc1ccccc1	nt	-3	-6
42	CC(C)COc1nc(-c2ccc(C(F)(F)F)cc2)n(-c2ccc(NC(=O)C(Cl)Cl)cc2)n1	-5	14	-10
43	CC(C)(C)c1nnc(NCCCO)[nH]c1=O	nt	15	-4
44	Cc1cccc(C(=O)N2CCSC23CCN(C(=O)c2cccc(Br)c2)CC3)c1	-4	-4	-3
45	COc1ccccc1-n1c(=O)c2ccccc2n(Cc2ccc(C(=O)N3CCN(C(C)=O)CC3)cc2)c1=O	-10	30	-3
46	CCn1c(C)nnc1SC1CCN(c2ccc(Cl)cc2)C1=O (configuration not stated)	-9	-1	-9
47	Cc1nn(-c2cccc(Cl)c2)c2sc(C(=O)N3CCOCC3)cc12	nt	1&-10	-7&-7
48	CS(=O)(=O)c1ccc(NCc2ccc3c(c2)CCC3)c(S(C)(=O)=O)c1	nt	0	-8
49	CCOC(=O)c1c(N2C(=O)CC(Sc3ccccc3C(=O)O)C2=O)sc(C)c1C (configuration not stated)	nt	2	2
50	CC(=O)NC(Cc1ccccc1F)C(=O)N1CCOC(COc2cccc(C(F)(F)F)c2)C1 (configuration not stated)	nt	21	-4
51	Cc1ccccc1-n1c(C)nnc1SCc1cccc(F)c1F	-5	-3	-5
52	CC1=NN(C(C)C)c2nc3c(c(=O)n(CCC(C)C)c(=O)n3C)n2C1	-8	4	-1
53	Cc1ccc(C2c3ccccc3CCN2C(=O)c2ccc(F)c(F)c2)cc1 (configuration not stated)	-8	-1	-7
54	COc1cc(C#N)ccc1OCC(=O)NC1CCCC1	nt	1	-9
55	O=C(CCc1nc(-c2ccc(F)cc2)no1)NCc1ccc2c(c1)OCO2	nt	21	-11
56	CC(C)CN1CCC(NC(C)c2nncn2C)CC1 (configuration not stated)	-12	nt	-8
57	CC1(C)CCc2cc(Cc3nn4c(-c5cnccn5)nnc4s3)ccc2O1	-1	2	2
58	c1ccc(-c2nc(CN3CCc4[nH]cnc4C3c3ccccn3)cs2)cc1 (configuration not stated)	-12	-2	-7
59	CC(c1nc(N)nc(N(C)C)n1)N1CCN(c2ncc(C(F)(F)F)cc2Cl)CC1 (configuration not stated)	-17	0	-2
60	COc1ccc(-c2c(C)noc2-c2ccc(O)cc2O)cc1	-6	1	-4

# Following part:
item	structure	mcGAS inh	NPYLR7 ag	hcGAS inh
61	O=C(C=Cc1ccc2ccccc2n1)OCn1nnc2ccccc2c1=O	-3	4	-11
62	COc1cc(/C=C2\SC(N)=NC2=O)cc(Br)c1O	5	43	2
63	CC(NC(=O)C1CSC2(C)CCC(=O)N12)c1ccc(F)cc1 (configuration not stated)	-6	1	-3
64	CCCNC(=O)CSc1c(COC)cnc2c1c(=O)n(C)c(=O)n2C	-8	7	-9
65	Cc1ccccc1CC1(CO)CCCN(C(=O)c2[nH]c3c(C)ccc(C)c3c2C)C1 (configuration not stated)	-6&-3	3&5	-5&-2
66	O=C(Nc1ccnn1C1CCN(Cc2ccc3c(c2)CCO3)CC1)c1ccc2c(c1)OCO2	-7	9&11	-3&1
67	C=CCSc1nc2c(c(=O)[nH]1)C(c1ccc(C(=O)OC)cc1)C(C(=O)OCC)=C(C)N2 (configuration not stated)	-8	5	-6
68	O=S(=O)(c1cccc(F)c1)N1CCN(c2nc3nccc(-c4cc(Cl)ccc4Cl)n3n2)CC1	-3	7	-1
69	C[C@H](C(=O)NCCN1CCOCC1)C1CC[C@@]2(C)Cc3sc(-c4cccnc4)nc3[C@@H](C)[C@@H]2[C@H]1O (some centres not stated)	-8	-2	-7
70	c1ccc(-c2csc3ncn4cnnc4c23)cc1	-4	3&10	3&-2
71	CCN(CC1CCCN(CCc2cccc(OC)c2)C1)C(=O)c1cccs1 (configuration not stated)	-4	1	0
72	CCCCN(Cc1cccn1Cc1ccc(Br)cc1)C(=O)CN(CCCOC)C(=O)COc1ccccc1	-5	-6	-5
73	Cc1ccc2nc(C(=O)N3CCc4c([nH]c5ccccc45)C3c3ccccn3)cn2c1 (configuration not stated)	-8	30	-4
74	CCOC(=O)c1c(NC(=O)c2ccc(OC)c([N+](=O)[O-])c2)sc2c1CCCC2	-4	-9	-6
75	CCOC(=O)N1CCN(C(=O)C2CCN(c3ccccc3)C2=O)CC1 (configuration not stated)	-10	-2	-6
76	COc1cccc(-c2nc(N3CCOCC3)nc3nn(-c4ccccc4)c(N)c23)c1	nt	7	-5
77	COCCN(Cc1ccc(C)cc1)CC(O)c1ccccc1 (configuration not stated)	-9	-5	-9
78	COc1cc2c(cc1OC)C(c1ccc(F)cc1)N(C(=O)c1ccco1)CC2 (configuration not stated)	-5	13	-6
79	CCOc1ccc(-n2c(CNC(=O)c3ccco3)nnc2SCC(=O)Nc2nnc(C)s2)cc1	nt	-12	8
80	CCC(C)N(Cc1cccc(OS(C)(=O)=O)c1)C(=O)CC(C)(C)C (configuration not stated)	-5	-8	-8
81	COc1cccc(CC(=O)N2CCOC(COc3ccccc3OC)C2)c1 (configuration not stated)	-9	2	-8
82	COc1cccc(NC(=O)Cn2c3c(c(=O)n(C4CCCCC4)c2=O)CCC3)c1	-7	-2	-6
83	CCCC(O)CN(Cc1ccco1)Cc1ccccc1OC (configuration not stated)	-4	14	0
84	Fc1cccc(CSc2nnc(-c3ccco3)o2)c1	nt	5	-4
85	CCOc1ccc(N=C2NN=C(c3ccc(Cl)s3)CS2)cc1	nt	8	-7
86	Fc1ccccc1-c1n[nH]c(=S)o1	nt	-7	5
87	CCCOc1ccc(C(=O)Nc2ccc(-c3nc4ccccc4o3)cc2)cc1	2	3	2
88	Cc1onc(-c2ccccc2Cl)c1C(=O)Nc1ccccc1NC(=O)c1ccccc1	-2	-9	4
89	N#Cc1ccc(NCCNC(=O)Cn2ccccc2=O)nc1	nt	0	-2
90	COc1ccc(OCCNC(=O)C2(C)CCN2Cc2ccc3ccccc3c2)cc1 (configuration not stated)	nt	1	-6
91	CCOC(=O)N1CCN(C(=O)c2cc(-c3ccccc3F)nc3cc(C(C)(C)C)nn23)CC1	1	-7	-1
92	CN(Cc1ccccc1NC(=O)c1cnsn1)C1CCCCC1	nt	0	-18
93	O=C(NCc1ccc2[nH]c3c(c2c1)CCCC3)c1cc(C2CC2)on1	nt	22	-7
94	O=C(Nc1cccc(F)c1)N1CCCCC1CCn1cccn1 (configuration not stated)	nt	0	-2
95	O=S(=O)(c1cccs1)n1nnc2ccccc21	nt	1&2	-7&1
96	CCc1nn(C(CC)C(=O)NC2CCCC2)c(=O)c2cc3occc3n12 (configuration not stated)	3	-10	14
97	CN(C)CCNC(=O)C1COC2(CCN(C(=O)c3ccc(Cl)cc3)CC2)N1C(=O)c1ccc(F)cc1 (configuration not stated)	-4	3	-2
98	CC(C)c1nc(CN2C(=O)OC[C@@H]2Cc2ccccc2)no1	nt	-2	-8
99	CCCCNC(=O)/C(C#N)=C1\N=C(NC(=O)c2cccs2)c2ccccc21	nt	5	-4
100	Cn1nc(Br)c2c(NCCSCCCO)ncnc21	nt	0	-6
101	Cc1ccc2oc(CN3CCCC(Cn4ccnc4)C3)c(C)c2c1 (configuration not stated)	nt	-4	-7
102	CSc1ncc(CNCCCN2CCCCC2C)c(N2CCN(c3ccccc3F)CC2)n1 (configuration not stated)	-5	2	-5
103	CC(C)NC(=O)CN(c1ccccc1)S(=O)(=O)c1ccccc1F	nt	-1	-3
104	COc1cc(C(=O)N2CCC(c3nc(C4CC4)n[nH]3)CC2)cc(OC)c1Br	-11	8	-5
105	COc1ccc(C(=O)NCc2cccc(F)c2)cc1OC1CCN(C(C)=O)CC1	nt	5	-1
106	Cc1ccc(-c2cc(C(=O)NCCC(c3ccccc3)c3ccccc3)n(-c3ccccc3Cl)n2)cc1C	-5	-1	-9
107	O=C1NCCN(Cc2cccs2)C1CC(=O)N(Cc1ccccc1)CC1CCC1 (configuration not stated)	nt	18	-5
108	CN(C)C(=O)c1cccc(NC(=O)c2c(F)cccc2Cl)c1	nt	0	-4

# In the list so far, these contain bromine.
item	structure	mcGAS inh	NPYLR7 ag	hcGAS inh
1	CC1C(=O)N(c2cccc(Br)c2)CCN1C(=O)c1ccc(F)cc1 (configuration not stated)	nt	-2	-4
11	Cc1cc(O)c(C2=Nc3ccccc3SC(c3ccccc3Br)C2)c(=O)o1 (configuration not stated)	-6	4	-1
32	COc1ccc(Br)cc1CC(=O)OCc1ncnn1C	nt	-1	-1
44	Cc1cccc(C(=O)N2CCSC23CCN(C(=O)c2cccc(Br)c2)CC3)c1	-4	-4	-3
62	COc1cc(/C=C2\SC(N)=NC2=O)cc(Br)c1O	5	43	2
72	CCCCN(Cc1cccn1Cc1ccc(Br)cc1)C(=O)CN(CCCOC)C(=O)COc1ccccc1	-5	-6	-5
100	Cn1nc(Br)c2c(NCCSCCCO)ncnc21	nt	0	-6
104	COc1cc(C(=O)N2CCC(c3nc(C4CC4)n[nH]3)CC2)cc(OC)c1Br	-11	8	-5
